SENP7 block = SENP7 protease inhibitors, primary screen, biochemical, luminescence, uHTS. inhibition, % at 5 µM. Sentrin-specific protease 7 (Homo sapiens), Q9BQF6. actives 1.5% (n = 330,000). recombinant SENP7, Z-RLRGG-aminoluciferin luminescence, 40 min;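 active = inhibition above about 50% at the single test dose, limit read from the data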;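 note: plate controls were DMSO with enzyme for no effect and no enzyme buffer wells for full effect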
Target sequence (Q9BQF6 706-1050 limits assumed): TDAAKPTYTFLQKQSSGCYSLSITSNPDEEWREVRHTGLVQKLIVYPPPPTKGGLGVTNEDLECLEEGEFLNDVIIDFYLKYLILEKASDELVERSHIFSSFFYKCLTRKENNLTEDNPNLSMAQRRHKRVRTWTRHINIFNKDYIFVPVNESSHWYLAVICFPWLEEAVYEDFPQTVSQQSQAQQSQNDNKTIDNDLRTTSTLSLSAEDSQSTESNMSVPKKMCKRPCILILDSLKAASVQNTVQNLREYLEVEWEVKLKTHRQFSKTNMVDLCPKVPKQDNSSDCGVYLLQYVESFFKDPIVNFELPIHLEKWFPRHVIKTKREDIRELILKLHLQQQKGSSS
SENP6 inh = SENP6 protease inhibitors, primary screen, biochemical, luminescence, uHTS; Sentrin-specific protease 6 (Homo sapiens), Q9GZR1; Recombinant SENP6 catalytic domain, aminoluciferin luminescence; inhibition, % at 10 µM; actives 1.8% (n = 330,000);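 active = inhibition above about 50% at the single tested dose, limit read from the data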;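 note: plate controls were DMSO wells with enzyme for no effect and DMSO wells lacking enzyme for full effect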
SENP8 block-1 = SENP8 protease inhibitors, primary screen, biochemical, luminescence. inhibition, % at 10 µM. AID 2540, 2010. purified SENP8, Z-RLRGG-aminoluciferin cleavage. Sentrin-specific protease 8 (Homo sapiens), Q96LD8. actives 1.2% (n = 330,000); in the data active = inhibition above about 50%
Target sequence (Q96LD8 whole entry, looked up): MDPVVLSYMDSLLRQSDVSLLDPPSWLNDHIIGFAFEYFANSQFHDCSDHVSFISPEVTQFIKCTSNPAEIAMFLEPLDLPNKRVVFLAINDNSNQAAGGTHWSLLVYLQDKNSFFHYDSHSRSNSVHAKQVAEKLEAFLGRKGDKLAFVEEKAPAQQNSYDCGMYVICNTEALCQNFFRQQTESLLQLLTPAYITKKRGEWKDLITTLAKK
A3G deaminase = APOBEC3G DNA deaminase inhibitors, primary screen, biochemical, fluorescence, single-stranded DNA substrate, uHTS | actives 0.28% (n = 330,000) | AID 493012, 2011 | inhibition, % at 20 µM | recombinant A3G, ssDNA deamination FAM/TAMRA fluorescence;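 active = inhibition of at least 40% at 20 µM, with no more than 30% in the related APOBEC3A deaminase screen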;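 note: plate controls were DMSO wells with A3G for no effect and wells lacking A3G enzyme for full effect; some compounds called inactive have numbers as strong as hits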
Apaf1 inhib = inhibitors of human Apaf-1 apoptosome, primary screen, biochemical, DEVD-Rh110 fluorescence, uHTS; inhibition, % at 20 µM; Apoptotic protease-activating factor 1 (Homo sapiens), O14727; reconstituted apoptosome caspase-3 activity; actives 0.71% (n = 330,000); AID 489030, 2010; active = inhibition of at least 40% at 20 µM;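 note: plate controls were DMSO wells for no effect and DEVD-CHO caspase inhibitor wells for full effect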
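detection = Rh110 fluorescence intensity | test system = biochemical Apaf-1 apoptosome reconstitution | also added = cytochrome c and DEVD-Rh110 substrate | schedule = 30 min plus 50 min, RT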
SENP1 inh = human SENP1 catalytic domain inhibitors, primary screen, biochemical, FRET, uHTS. Sentrin-specific protease 1 (Homo sapiens), Q9P0U3. recombinant SENP1 catalytic domain, CyPet-SUMO1-YPet FRET cleavage. actives 0.21% (n = 360,000). inhibition, % at 10 µM;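 active = inhibition at least 30% at 10 µM, raw YFP signal under a set limit, fluorescence ratio 0.5 to 1.5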;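 note: 0% = enzyme with DMSO and 100% = no enzyme wells; some results filed as inactive read as strong as hits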
Target sequence (Q9P0U3 419-644 limits assumed): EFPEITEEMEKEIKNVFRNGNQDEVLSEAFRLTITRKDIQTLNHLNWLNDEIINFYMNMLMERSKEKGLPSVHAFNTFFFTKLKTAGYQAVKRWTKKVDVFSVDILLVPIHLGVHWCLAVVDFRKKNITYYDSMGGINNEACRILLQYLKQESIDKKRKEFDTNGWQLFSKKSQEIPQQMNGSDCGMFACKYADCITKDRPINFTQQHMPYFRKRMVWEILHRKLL
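Material: hSENP1 catalytic domain, recombinant; medium: Tris pH 8 with BME, BSA, NP40 and catalase; compound: single concentration of 10 µM compound, 0.5% DMSO final; technique: FRET read of cyan and yellow fluorescence; timing: 50 min enzyme reaction, room temperature, light-protected; reagent: SFCypet-SUMO1-SFYpet substrate at 25 nM; control set: no-enzyme low, enzyme-DMSO high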
UBC13 inh = UBC13 polyubiquitin chain formation inhibitors, primary screen, biochemical, TR-FRET, uHTS; actives 0.47% (n = 330,000); inhibition, % at 20 µM; in the data active = inhibition above about 45%, passing the limit was not always enough
Target sequence (P61088 whole entry, looked up): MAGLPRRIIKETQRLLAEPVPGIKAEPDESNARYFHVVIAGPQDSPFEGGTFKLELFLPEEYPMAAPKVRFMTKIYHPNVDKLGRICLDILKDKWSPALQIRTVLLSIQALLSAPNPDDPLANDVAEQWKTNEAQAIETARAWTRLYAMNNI
SENP8 block-2 = human SENP8 protease inhibitors, primary screen, biochemical, fluorescence, Nedd8 protein substrate, uHTS; Sentrin-specific protease 8 (Homo sapiens), Q96LD8; recombinant SENP8; inhibition, % at 20 µM; actives 0.64% (n = 360,000); AID 602440, 2012; in the data active = inhibition mostly above about 40%, no sharp cut-off; inactive = mostly below about 27%
* hit, by the source's call; . = not tested or not shown.

SMILES	SENP7 block	SENP6 inh	SENP8 block-1	A3G deaminase	Apaf1 inhib	SENP1 inh	UBC13 inh	SENP8 block-2
CCc1nc(SCc2nnc(-c3ccc(C)cc3)o2)c2c(C)c(C)sc2n1	-2	-13	-10	-3	14	.	1	.
Cc1ccc(S(=O)(=O)N2CCN(CC(=O)N3CCCC3)CC2)c(C)c1	6	-4	-1	-3	-7	1	8	-9
CCCCC(=O)NCCc1cc2c(C)ccc(C)c2[nH]c1=O	6	1	-6	-7	-3	-1	-4	-72
O=[N+]([O-])c1ccc(OCCN2CCCCCC2)cc1	0	13	4	-4	-5	0	6	17
CCC(C)NC(=O)Cn1cccc1C(=O)c1ccccc1 (stereo unspecified)	2	-1	1	-1	2	-1	1	17
CC1=NN(C(C#N)c2cccc([N+](=O)[O-])c2)C(C)(C)C1 (stereo unspecified)	-9	-29	-15	-5	1	-2	-9	21
CCCOC(=O)c1cccc(NC(=O)C(C)(C)C)c1	4	14	1	-4	2	0	-2	42*
O=C(NNC1CC(=O)N(c2ccc(Br)cc2)C1=O)c1cccs1 (stereo unspecified)	5	-10	0	-1	-16	0	-1	18
COc1ccc(S(=O)(=O)N2CCN(C3CC4CCC3C4)CC2)cc1 (stereo unspecified)	-14	-23	-8	-8	2	2	2	18
COc1cc(C(=O)N2CCN(S(=O)(=O)c3ccc(F)cc3)CC2)cc(OC)c1OC	3	-4	0	0	7	1	-4	14
CCOC(=O)N1CCN(C(=O)CSc2ccc3nnc(-c4cccnc4)n3n2)CC1	0	-2	2	-7	-5	2	26	-158
COc1ccc2cc3cc(C(=O)N4CCN(c5ccccc5)CC4)oc3nc2c1	-13	-8	0	-3	12	0	-10	-171
O=C(Cn1cnc2scc(-c3ccc(F)cc3)c2c1=O)NCC(c1ccco1)N1CCCC1 (stereo unspecified)	2	-11	5	-9	10	-4	-2	2
CC1(c2cc(C(F)(F)F)n3nc(C(=O)O)cc3n2)CC1	2	-21	9	-1	3	1	-1	11
CCCN1C(=O)c2cc(C(=O)NCCc3cccc(C)c3)ccc2C1O (stereo unspecified)	-2	4	5	-1	-3	-2	8	21
CCCC(=O)Nc1nc2nc(-c3ccccc3)cc(=O)n2[nH]1	-3	-24	0	-5	-3	2	8	19
C=CCn1c(SCC(=O)NC2CCCCC2)nnc1-c1ccc(OC)cc1	-8	-3	-7	-11	6	0	-11	8
Cc1noc(C)c1CSCC(=O)Nc1nc2ccc(F)cc2s1	9	-10	-13	-5	4	-12	-1	-21
S=C1NCCOCCNC(=S)NCCOCCOCCOCCN1	7	-4	-2	-4	0	1	0	12
CC1Cc2ccccc2N1C(=O)CN1CCN(Cc2ccccc2)CC1 (stereo unspecified)	-5	0	-11	-10	0	1	4	7
COc1ccc2nc(NC(=O)c3cccc(-c4cc5ccccc5oc4=O)c3)sc2c1	2	-3	7	-7	-15	-3	4	-421
CS(=O)(=O)N(Cc1ccccc1)c1ccc(C(=O)N2CCN(c3cccc(Cl)c3)CC2)cc1	-1	-18	-9	-2	8	0	14	-8
CCOC(=O)C1CCN(C(=O)Cn2cc(C(=O)C3CC3)c3ccccc32)CC1	-1	16	-2	-5	-16	4	3	21
O=C(c1csc2ccccc12)N1CCCCCC1	5	-17	5	-4	-9	-1	16	-4
Cc1ccccc1CNC(=O)Cn1ccc2cc(S(=O)(=O)N3CCCCCC3)ccc21	-8	14	7	-6	9	0	-3	6
O=C(CSCc1ccccc1)N1CCN(c2cccc(C(F)(F)F)c2)CC1	5	-8	0	-2	22	2	-4	17
Cc1ccc(/C=C/C(=O)Oc2ccc(C#N)cc2)o1	-1	-30	-22	-8	4	.	4	.
COc1cccc(C(c2c(N)n(C)c(=O)n(C)c2=O)C(C)[N+](=O)[O-])c1 (stereo unspecified)	-8	-15	3	-2	-13	-5	-8	-11
Cn1ncc(Cl)c1C(=O)NC1C2CC3CC(C2)CC1C3 (stereo unspecified)	9	-5	4	-5	-9	3	5	5
COC(=O)c1cc(S(=O)(=O)N(C)C2CCCCC2)cn1C	-3	-8	-2	-4	-12	-1	1	16

Whole records from above:
Cn1ncc(Cl)c1C(=O)NC1C2CC3CC(C2)CC1C3 (stereo unspecified) as listed: SENP7 block: 9; SENP6 inh: -5; SENP8 block-1: 4; A3G deaminase: -5; Apaf1 inhib: -9; SENP1 inh: 3; UBC13 inh: 5; SENP8 block-2: 5
CCOC(=O)C1CCN(C(=O)Cn2cc(C(=O)C3CC3)c3ccccc32)CC1 as listed: SENP7 block: -1; SENP6 inh: 16; SENP8 block-1: -2; A3G deaminase: -5; Apaf1 inhib: -16; SENP1 inh: 4; UBC13 inh: 3; SENP8 block-2: 21

Next compounds:
SMILES	SENP7 block	SENP6 inh	SENP8 block-1	A3G deaminase	Apaf1 inhib	SENP1 inh	UBC13 inh	SENP8 block-2
O=C1NC2(CCOc3ccccc32)C(=O)N1CC(=O)N(Cc1ccccc1)C1CCS(=O)(=O)C1 (stereo unspecified)	1	-21	-5	-7	7	1	-9	15
COc1ccc(/C=N/NC(=O)c2cc[n+]([O-])cc2)cc1	-4	-13	-11	-8	12	0	-13	3
CCC(=O)c1ccc(OCC(O)CN2C(=O)NC(C)(C)C2=O)cc1 (stereo unspecified)	11	-12	-8	-2	-8	-2	-5	2
Cc1sc(-c2ccncc2)nc1OC(=O)c1ccc(F)cc1F	1	10	3	-6	-5	23	8	-32
Cc1ccc(-c2nnc(CSc3nnc(COc4cccc5ccccc45)n3-c3ccccc3)o2)cc1	1	-7	2	-3	44*	-1	6	20
Cc1c(C(=O)c2ccccc2)c2ccccn2c1CCC#N	-6	-11	-2	-8	-21	-1	21	19
C/C(=N\N1CCN(C)CC1)c1ccc(OC(F)F)cc1	-3	-3	-4	-5	7	2	-5	11
Cn1c2c(c(=O)n(C)c1=O)C(NS(=O)(=O)c1ccccc1)(C(F)(F)F)C(=O)N2 (stereo unspecified)	8	20	1	6	23	0	1	8
Cc1nc2nc(C)c(NS(=O)(=O)c3cccs3)c(=O)n2[nH]1	-6	-8	-1	-1	4	0	0	-4
CCOC(=O)CNC(=O)CSc1nnc(-c2ccccc2OC)n1CC	-3	14	5	-7	-2	2	5	2
Cn1cccc1Cc1nnc(SCC(=O)NCc2ccco2)n1-c1ccc(F)cc1	0	8	-3	-6	-11	-4	4	8
Cc1ccccc1CN(c1ccc(C(=O)N2CCN(C)CC2)cc1)S(C)(=O)=O	-5	-14	-4	-10	-5	0	-7	18
CC(=O)c1nn(-c2cccc(Cl)c2)cc1C(=O)c1ccco1	4	-4	0	2	-11	3	-7	8
CCN(CC)CCN(C(=O)c1ccc(S(=O)(=O)N2CCCCC2)cc1)c1nc2cc3c(cc2s1)OCO3	-3	-14	0	-2	-6	2	39	8
COc1cc(/C=C/C(=O)O)cc(S(=O)(=O)NCC2CCCO2)c1OC (stereo unspecified)	2	-21	3	-5	-16	2	0	-72
COc1cc2c(cc1OC)C1(C)N(CC2)C(C(C)=O)=NN1c1ccc(Cl)cc1 (stereo unspecified)	6	5	-1	-16	5	-36	11	-206
COc1ccccc1NC(=O)C1=C(C)NC2=C(C(=O)CC(c3ccc(OC)c(OC)c3)C2)C1c1coc2ccccc2c1=O (stereo unspecified)	1	18	-2	-6	10	-20	5	-32
CC(=O)Nc1c(-c2ccccc2)c2cc(Br)ccc2[nH]c1=O	-4	0	-7	-6	-10	0	3	-8
CCOC(=O)COc1coc(CN2CCN(c3ccc(F)cc3)CC2)cc1=O	1	1	-13	-7	-7	-1	7	8
Cc1cc(C(=O)OCC(=O)NCc2ccc(Cl)cc2)c(C)o1	-3	-19	-10	-9	5	-1	-2	14

3 structures from above, sorted by heavy-atom count, lowest first:
SMILES	SENP7 block	SENP6 inh	SENP8 block-1	A3G deaminase	Apaf1 inhib	SENP1 inh	UBC13 inh	SENP8 block-2
S=C1NCCOCCNC(=S)NCCOCCOCCOCCN1	7	-4	-2	-4	0	1	0	12
CCOC(=O)COc1coc(CN2CCN(c3ccc(F)cc3)CC2)cc1=O	1	1	-13	-7	-7	-1	7	8
O=C1NC2(CCOc3ccccc32)C(=O)N1CC(=O)N(Cc1ccccc1)C1CCS(=O)(=O)C1 (stereo unspecified)	1	-21	-5	-7	7	1	-9	15

Other records:
SMILES	SENP7 block	SENP6 inh	SENP8 block-1	A3G deaminase	Apaf1 inhib	SENP1 inh	UBC13 inh	SENP8 block-2
C=C(C)Cn1c(SCC(=O)O)nc2c1c(=O)[nH]c(=O)n2C	-15	-2	-8	-3	13	1	2	-1
C/C(=N\NC(=O)CN(c1ccccc1Br)S(C)(=O)=O)c1ccc2c(c1)OCCO2	-3	-23	-9	-5	0	-2	-5	18
Cc1ccc(-n2nc3c(N4CCC(C(=O)NCCc5ccccc5C)CC4)nnc(C)c3c2C)cc1	6	1	2	2	16	-9	27	-367
CSC(=NC#N)N1CCN(C(c2ccccc2)c2ccccc2)CC1	-4	-18	-12	-5	8	-4	0	-1
O=C(NCCCN1CCCCC1)c1ccc2c(c1)NC(=O)C(N1CCCCC1)S2 (stereo unspecified)	-4	-11	-3	-6	9	3	14	6
N#CC1=C2SCN(c3ccc(F)cc3)CN2C(=O)CC1c1cccc(F)c1 (stereo unspecified)	11	0	1	35	17	-27	-18	-23
COc1cccc(/C=N/NC(=O)c2cc(-c3cccn3C)n[nH]2)c1O	-9	4	2	0	4	14	7	-4
CN1CCN(Cc2cccc3ncccc23)CC1CCO (stereo unspecified)	-1	5	9	-10	4	0	-2	13
Cc1ccc(N(C)S(=O)(=O)c2ccc3[nH]cc(C(=O)NCCCN4CCOCC4)c(=O)c3c2)cc1C	-3	-4	-18	-5	11	0	13	-93
CC(C)C(=O)N1CCN(c2ccc([N+](=O)[O-])c(NC(C)c3ccccc3)c2)CC1 (stereo unspecified)	-10	-11	-6	-9	21	0	-24	35
Cc1ccc(NC(=O)c2cc(-c3ccco3)nc3ccccc23)cc1S(=O)(=O)N1CCOCC1	4	0	6	31	19	1	20	-388
COc1ccc(/C(C)=N/OCC(=O)N=Nc2c(O)[nH]c3ccccc23)cc1	-2	-2	5	0	-6	1	2	21
O=C(C1CCN(S(=O)(=O)c2cccc3nsnc23)CC1)N1CCN(c2ccccc2F)CC1	2	11	-1	-3	-1	-11	-6	19
O=C(NC1C2CC3CC(C2)CC1C3)c1ccc(N2CCNCC2)c([N+](=O)[O-])c1 (stereo unspecified)	-12	-12	-2	-9	-9	-1	15	27
O=C(COC(=O)Cc1ccccc1F)NNC(=O)c1ccc([N+](=O)[O-])cc1	-4	-16	15	-10	9	3	1	7
COc1ccc2c(CC(=O)N(C)CC3COc4ccccc4O3)coc2c1 (stereo unspecified)	7	3	-3	-3	5	-17	4	-48
Cc1cc(=O)[nH]c(SCC(=O)Nc2ccc(C(=O)O)cc2)n1	8	-11	5	3	-5	1	-7	2
COc1ccc(S(=O)(=O)Nc2ccccc2C(=O)NCc2cccnc2)cc1	8	4	5	-3	8	2	12	-108
COc1ccc2c(c1)OC[C@H]1[C@@H]2N2C(=O)[C@@H](C)NC(=O)[C@@]2(C)[C@H]1c1ccccc1	9	-11	-7	-6	7	0	2	17
CCC(CC)C(=O)N(c1ccc(F)cc1)C1C=CS(=O)(=O)C1 (stereo unspecified)	-6	-14	-5	-5	-3	2	2	1
CC1CCCC(C)N1C(=O)COC(=O)CCC1CCCC1 (stereo unspecified)	2	-9	-2	-6	-10	1	6	1
O=C(CN1CCCCC1)N/N=C/c1cccc(Cl)c1	8	-3	2	0	1	1	4	2

Screening results from PubChem.
